Source: PubChem (several laboratories)
Rac1 wt GTP bind: human Rac1 wildtype GTP binding, inhibitors and activators; 190,000 compounds, 0.27% hits; AID 757; GTP binding activity (% of control), % at 10 µM; GST-Rac1 beads, fluorescent GTP binding, flow cytometry; actives lie on both sides; 0 = cold GTP competed, 100 = untreated;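 active = GTP binding activity at least 20 points away from the 100% control level, either lower or higher; inconclusive = compound flagged as likely green fluorescent, judged across all proteins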
ABCB1 inh: inhibitors of human ABCB1 transporter, ABCG2 counter-screen. P08183. CCRF-Adr cells, JC-1 efflux, flow cytometry. inhibition, % at 6.6 µM. 190,000 compounds, 0.067% hits; in the data active = inhibition above about 40%;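 note: 0% = vehicle and 100% = reference inhibitor; higher value means more JC-1 retained so stronger ABCB1 efflux block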
Avidin fluor: compound fluoresces at 488/530 nm on avidin beads; 220,000 compounds, 0.38% hits; AID 1775; compound fluorescence 488/530 nm, flow cytometry; active compounds read high; fluorescence (KMESF) at 10 µM; in the data active = fluorescence above about 47; note: inactives centre near 10
Rab2A wt mod: changes GTP binding to wildtype dog Rab2A, up or down; GST-Rab2 wt beads, Bodipy-GTP binding, flow cytometry; GTP binding activity, % at 10 µM; 190,000 compounds, 0.19% hits; AID 760;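 active = GTP binding activity at least 20 points away from 100%, either lowered or raised; inconclusive = signal likely due to the compound's own green fluorescence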;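 note: 0% = beads with excess unlabeled GTP and 100% = no-compound control corrected for plate trend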
Mcl1 Noxa PPI: Mcl-1/Noxa interaction inhibition. inhibition, % at 21.7 µM. TR-FRET Mcl-1/Noxa peptide binding, 2 h. 220,000 compounds, 1.5% hits;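 active = compounds that cut the protein-peptide binding signal by more than 50% relative to plate controls in a single-dose test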;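 note: His-tagged Mcl-1 with rhodamine Noxa BH3 peptide and terbium anti-His antibody; 0% = Mcl-1 plus Noxa peptide wells and 100% = peptide-only wells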
Target sequence (Q07820 whole entry, looked up): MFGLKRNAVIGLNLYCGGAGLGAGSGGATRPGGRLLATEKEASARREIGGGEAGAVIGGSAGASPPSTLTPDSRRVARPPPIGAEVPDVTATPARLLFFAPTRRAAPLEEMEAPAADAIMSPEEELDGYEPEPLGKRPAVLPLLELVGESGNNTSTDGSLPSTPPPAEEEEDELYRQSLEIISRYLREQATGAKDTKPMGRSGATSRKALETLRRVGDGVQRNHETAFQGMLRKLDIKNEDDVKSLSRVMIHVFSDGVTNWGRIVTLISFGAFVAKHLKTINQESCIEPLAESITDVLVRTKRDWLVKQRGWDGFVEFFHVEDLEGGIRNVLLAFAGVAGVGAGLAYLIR
HRas wt GTP bind: modulators of GTP binding to human HRas wildtype; GST-Ras wt beads, Bodipy-FL-GTP binding, flow cytometry; actives lie on both sides; GTP binding activity, % at 10 µM; 190,000 compounds, 0.14% hits; AID 759;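 active = GTP binding activity at least 20% away from the 100% baseline, either lowered as inhibitor or raised as activator; inconclusive = flagged as likely green fluorescent, judged across all proteins in the well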;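 note: 0% = unlabeled GTP competition control and 100% = no-compound control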
Target sequence (P01112 whole entry, looked up): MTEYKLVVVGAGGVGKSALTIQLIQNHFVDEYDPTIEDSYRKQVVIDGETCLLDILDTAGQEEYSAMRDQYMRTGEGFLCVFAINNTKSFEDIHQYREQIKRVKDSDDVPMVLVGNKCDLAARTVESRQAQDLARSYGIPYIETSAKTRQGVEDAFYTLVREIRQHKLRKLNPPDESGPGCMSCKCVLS
Rab7 wt GTP bind: modulators of GTP binding to dog Rab7 wildtype GTPase; AID 758; 190,000 compounds, 0.055% hits; GTP binding activity (percent of control), % at 10 µM; GST-Rab7 beads, fluorescent GTP binding, flow cytometry; actives lie on both sides; untreated = 100%, excess cold GTP = 0%;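 active = fluorescent GTP binding to Rab7 beads changed by at least 20 points from the 100% baseline, either direction, mostly lower; inconclusive = compound itself probably fluorescent, or too few beads counted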;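 note: median green fluorescence of bound Bodipy-FL-GTP per Rab7 bead population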
Rac1 act GTP bind: modulators of GTP binding to human Rac1 activated mutant | P63000 | 190,000 compounds, 0.11% hits | percent activity (GTP binding), % at 10 µM | GST-Rac1 activated beads, fluorescent GTP binding, flow cytometry; actives lie on both sides; 100% means binding = to untreated wells | AID 764;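 active = GTP binding at least 20 percentage points away from the 100% baseline, in either direction, so actives lie on both sides; inconclusive = Compound likely fluorescent itself, or too few beads counted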
Pf gamet viab: inhibitors of late stage P. falciparum gametocyte viability; P. falciparum stage V gametocytes, ATP luminescence, 24 h; inhibition, % at 10.9 µM; 150,000 compounds, 0.065% hits;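 active = inhibition above the mean plus 3 SD of compounds within the control limits, set per campaign, cut at about 38% in these data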;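 note: 0% = DMSO wells and 100% = medium only without gametocytes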
ABCG2 inh: human ABCG2 inhibition, ABCB1 as counter-screen | Q9UNQ0 | IgMXP3 cells, JC-1 efflux, flow cytometry | inhibition, % at 6.6 µM | 190,000 compounds, 0.1% hits;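 active = inhibition above 80%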;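 note: 0% = DMSO and 100% = nicardipine control wells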
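Test system: IgMXP3 cells (ABCG2) mixed with DDAO far-red-labelled CCRF-Adr cells (ABCB1). Reagent: JC-1 transporter substrate. Compound dosing: single test compound dose, 6.6 µM final. Times: 10 min compound exposure, 25 °C. Detection: flow cytometry of retained JC-1 fluorescence. Read-out basis: efflux inhibition in percent versus controls. Controls: nicardipine and DMSO wells.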
Cdc42 wt: modulators (inhibitors or activators) of GTP binding to human Cdc42 wildtype; P60953; GST-Cdc42 beads, Bodipy-GTP binding, flow cytometry; actives lie on both sides; percent activity (GTP binding), % at 10 µM; 190,000 compounds, 0.2% hits;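 active = percent activity GTP binding at least 20 points away from the 100% baseline, either down as inhibitor or up as activator; inconclusive = compound flagged as likely green fluorescent from well-wide comparison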;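 note: median bead fluorescence of bound Bodipy-FL-GTP at 100 nM; 0% = excess unlabeled GTP control and 100% = no compound control; below 100% means less GTP binding so inhibitor and above means activator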
Target sequence (P60953 whole entry, looked up): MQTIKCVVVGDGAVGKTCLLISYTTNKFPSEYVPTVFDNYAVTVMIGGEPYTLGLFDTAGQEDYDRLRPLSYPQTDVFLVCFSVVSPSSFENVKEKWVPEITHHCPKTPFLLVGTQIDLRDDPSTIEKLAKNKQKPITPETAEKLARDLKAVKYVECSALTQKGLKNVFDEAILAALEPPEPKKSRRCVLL
An asterisk follows results filed as active; u = inconclusive; x = not tested or not shown.

SMILES	Rac1 wt GTP bind	ABCB1 inh	Avidin fluor	Rab2A wt mod	Mcl1 Noxa PPI	HRas wt GTP bind	Rab7 wt GTP bind	Rac1 act GTP bind	Pf gamet viab	ABCG2 inh	Cdc42 wt
Cc1nn(CC(C)C)c(=S)[nH]c1=O	104.0	1.1	6	104.0	9.3	104.0	104.0	98.0	-1.7	1.1	105.0
COc1ccccc1Oc1ncnc2c1cnn2-c1ccccc1	98.0	0.4	26	98.0	17.8	100.0	106.0	98.0	15.3	2.1	97.0
O=S(=O)(c1cnc[nH]1)N1CCN(c2ccccc2)CC1	105.0	-2.7	9	100.0	-4.5	104.0	106.0	101.0	x	-3.0	104.0
COc1cccc(C(=O)Nc2cc([N+](=O)[O-])ccc2N2CCN(C)CC2)c1	99.0	0.3	11	103.0	23.2	102.0	103.0	98.0	x	3.0	102.0
Cc1cc(C)cc(OCC(=O)NC2=NCCS2)c1	100.0	-0.5	8	98.0	2.0	98.0	100.0	96.0	-9.0	10.8	98.0
S=c1[nH]nc(-c2cccnc2)n1Cc1ccccc1	101.0	0.6	37	100.0	7.6	102.0	99.0	100.0	10.3	2.9	102.0
N#CCSc1nnc(Nc2ccccc2)s1	101.0	-0.1	3	102.0	-0.3	103.0	98.0	99.0	x	0.4	101.0
CCOC(=O)C1=C(O)/C(=C/c2ccc(OCC(=O)O)c(OC)c2)SC1=Nc1ccc(OCC)cc1	92.0	49.7*	13	91.0	23.6	92.0	91.0	95.0	2.7	15.8	92.0
O=C(Nc1ccccc1)/C(=C/c1cccc(Br)c1)NC(=O)c1ccco1	101.0	-0.6	5	99.0	-1.1	99.0	94.0	98.0	4.0	0.1	99.0
CCc1ccc(NC(=S)NC2CC3CCC(C2)N3Cc2ccco2)cc1 (centres undefined)	103.0	0.1	11	102.0	4.5	102.0	101.0	101.0	x	-1.2	103.0
O=C(Cc1ccccc1)Nc1ccc(CN2CCOCC2)cc1	106.0	0.3	9	104.0	-2.8	102.0	103.0	98.0	x	1.0	105.0
COCCn1c(-c2ccc(OC)cc2)nc2oc3cc(OC)ccc3c(=O)c2c1=O	106.0	0.9	35	100.0	0.0	101.0	103.0	99.0	x	0.8	102.0
CCc1ccc(NS(=O)(=O)c2ccc3[nH]cc(C(=O)N4CCc5ccccc54)c(=O)c3c2)cc1	92.0	-1.4	6	93.0	15.0	93.0	91.0	95.0	-4.1	-6.4	70.0*
CN1CCN(C(=O)C2=C[C@H](C(C)(C)C)C[C@H](OCCCCO)O2)CC1	94.0	0.3	5	96.0	-11.7	94.0	101.0	94.0	-10.4	2.0	92.0
Cn1nc(-c2ccc(C(=O)N3CCN(Cc4ccccc4)CC3)cc2)c2ccccc2c1=O	107.0	1.0	8	102.0	2.1	104.0	103.0	102.0	9.7	1.6	103.0
O=C(O)c1ccc(C2SCC(=O)N2Cc2ccco2)cc1 (centres undefined)	98.0	-0.1	27	96.0	11.6	95.0	98.0	95.0	-17.2	0.9	98.0
Cn1c(SCc2ccc(Cl)cc2)nnc1C1CC1	104.0	0.4	10	101.0	-2.2	96.0	99.0	96.0	2.2	6.1	103.0
CNC(=O)c1nnn(-c2ccccc2)c1C(=O)NC	103.0	0.2	16	100.0	5.6	100.0	100.0	99.0	x	1.5	99.0
COc1ccc(OC)c(NC(=O)N[C@@H](Cc2ccccc2)C(=O)O)c1	105.0	0.1	15	97.0	18.3	99.0	97.0	96.0	18.8	0.2	102.0
Cc1cc(NC(=O)CCCC(=O)OCC(F)(F)C(F)F)cc(C)c1C(=O)O	99.0	0.7	8	101.0	-7.1	101.0	100.0	96.0	x	5.1	102.0
CCC1=NN2C(=N)/C(=C\c3cccn3-c3ccc(C)cc3C)C(=O)N=C2S1	u	0.2	13	u	10.7	u	u	u	0.1	0.6	u
Cc1cccc(Nc2nc(N)nc(CN3CCN(c4ccccc4)CC3)n2)c1	96.0	-2.4	14	97.0	12.4	98.0	95.0	96.0	23.3	0.5	98.0
Cn1c(=O)c2c(nc(OCc3cccnc3)n2Cc2ccccc2)n(C)c1=O	104.0	3.4	2	101.0	-18.9	101.0	99.0	101.0	x	3.8	101.0
Oc1ccccc1CNCCCNCc1ccccc1O	100.0	-0.1	6	101.0	11.4	100.0	101.0	99.0	x	-0.3	99.0
CCSc1ccccc1C(=O)N1CCCC1	101.0	0.2	4	100.0	-10.6	98.0	98.0	100.0	23.6	0.4	98.0
C=CCNC(=O)C1CC(=O)N(c2ccc(OCC(=O)Nc3ccc(C)cc3)cc2)C1 (centres undefined)	105.0	0.1	13	102.0	-6.2	104.0	102.0	102.0	-19.1	1.0	106.0
O=C(CSCc1ccc(F)cc1)Nc1nc2c(s1)CCCC2	100.0	-0.1	12	100.0	2.1	101.0	102.0	96.0	12.3	47.7	95.0
CC(C)C/C(O)=C/c1nc2cc(Cl)ccc2oc1=O	98.0	0.0	4	92.0	-13.7	97.0	98.0	93.0	6.4	0.0	95.0
O=C(Nc1ccncc1)c1ccccc1F	104.0	0.2	6	104.0	4.7	103.0	98.0	101.0	4.7	0.4	106.0
COc1cccc(N=CC2=C(O)CCCC2=O)c1	98.0	-0.8	10	99.0	1.7	96.0	98.0	94.0	-12.3	15.2	96.0
CC(=O)CC(=O)Nc1nc(C)cc(C)n1	104.0	0.7	12	99.0	9.7	101.0	104.0	99.0	5.0	7.0	97.0
CCc1cccc(CC)c1NC(=O)COC(=O)CCc1cc(OC)c(OC)c(OC)c1	103.0	0.9	8	97.0	3.0	99.0	98.0	98.0	x	14.3	103.0
CC(=O)c1c(-c2ccc(Cl)cc2)c2ccccc2[nH]c1=O	102.0	0.7	10	96.0	2.0	97.0	102.0	93.0	-29.5	4.8	96.0
Clc1ncnc2scc(-c3ccc(Br)cc3)c12	94.0	2.1	6	91.0	13.9	92.0	99.0	95.0	10.2	18.5	94.0
COc1ccc(CNC(=O)c2cc(COc3c(F)cccc3F)on2)cc1OC	97.0	0.5	6	96.0	-2.1	94.0	99.0	94.0	x	4.5	96.0
Cn1c(SCC(=O)Nc2cccc(F)c2)nnc1-c1cc2ccccc2o1	115.0	-1.1	12	101.0	-39.1	105.0	102.0	100.0	26.8	9.4	104.0
Cc1ccc(OCc2nc(-c3ccccn3)no2)cc1	98.0	0.7	4	99.0	22.6	99.0	100.0	97.0	-22.9	4.7	100.0
C(=C\c1ccccc1)/CSc1nnc(-c2ccccn2)n1Cc1ccco1	107.0	-0.1	12	101.0	10.0	103.0	101.0	98.0	x	-1.3	101.0
O=C1C(NS(=O)(=O)c2ccc(Cl)cc2)=C(N2CCCCC2)C(=O)c2ccccc21	98.0	1.1	19	94.0	15.5	95.0	96.0	98.0	x	1.5	97.0
COc1ccc(CCNC(=O)Cn2nnc(-c3ccccc3F)n2)cc1OC	97.0	0.2	8	98.0	-12.1	99.0	98.0	97.0	x	0.5	100.0
C#CCOC(=O)C(NC(=O)c1ccccc1)=C1CCCCC1	110.0	-0.6	8	102.0	-8.2	103.0	102.0	101.0	-37.3	1.2	104.0
CC(=O)c1c(NC(=O)C(C)C)nc(C)nc1-c1ccccc1	108.0	0.5	7	102.0	5.4	101.0	99.0	102.0	25.1	1.8	104.0
CSc1ccc(NC(=O)NCCCN2CCN(c3ccccc3F)CC2)cc1	102.0	0.4	7	98.0	58.3*	99.0	96.0	98.0	x	1.3	98.0
O=C(O)c1ccc(-c2ccccc2)[nH]1	103.0	0.1	5	99.0	13.1	100.0	100.0	97.0	x	0.3	101.0
Cc1nc2ccccc2c(=O)n1/N=C/c1ccc(O)cc1	104.0	0.6	35	101.0	6.4	104.0	101.0	101.0	10.9	4.0	106.0
COc1ccc(C(CC(=O)Nc2cc([N+](=O)[O-])ccc2OC)c2ccccc2)cc1 (centres undefined)	102.0	0.1	11	99.0	-3.6	99.0	98.0	99.0	x	5.7	99.0
CSc1snnc1-c1ccccc1	97.0	0.0	11	93.0	-6.2	95.0	94.0	94.0	1.7	2.7	94.0
CN=Cc1sc2ccccc2c1O	100.0	x	6	100.0	21.8	100.0	102.0	99.0	-0.9	x	101.0
CCOC(=O)c1ccc2nc(C(F)(F)F)[nH]c(=O)c2c1	108.0	0.9	33	102.0	7.6	102.0	101.0	100.0	7.9	4.6	105.0
CC(=O)C1C(=O)C=C(c2cccs2)CC1c1ccccc1 (centres undefined)	96.0	0.6	12	96.0	31.0	97.0	94.0	95.0	-17.3	3.2	94.0
COc1ccc(OC)c(S(=O)(=O)NCCC(C)C)c1	99.0	0.3	21	103.0	9.6	100.0	111.0	97.0	-28.1	1.3	94.0
COc1cc(CNCc2ccccc2)c(Br)cc1OC1CCCC1	100.0	5.4	9	97.0	18.2	99.0	95.0	97.0	3.2	10.0	97.0
CSc1nc(NC(C)(C)C)nc(Oc2ccc(=O)n(C)n2)n1	97.0	0.0	30	95.0	4.8	98.0	98.0	95.0	x	-0.3	98.0
COc1ccc(-c2nnc3sc(COc4ccccc4)nn23)cc1	99.0	1.3	32	95.0	0.0	96.0	96.0	95.0	29.4	45.1	98.0
Cc1ccc(NC(=O)[C@@H]2CCCN2S(=O)(=O)c2ccccc2F)cc1S(=O)(=O)N1CCOCC1	88.0	0.1	2	92.0	20.7	92.0	94.0	95.0	5.3	1.8	92.0
CCC(=O)Nc1ccc(C(=O)NNC(=O)COc2cc(C)ccc2C)cc1	102.0	-0.1	5	100.0	13.3	99.0	98.0	99.0	x	7.4	103.0
Cc1cc(Br)ccc1SCC(=O)OCC(=O)NC(C)c1ccccc1 (centres undefined)	101.0	1.1	3	101.0	20.4	98.0	98.0	101.0	-17.0	13.9	102.0

Compound profiles, as listed above. Order of values: Rac1 wt GTP bind | ABCB1 inh | Avidin fluor | Rab2A wt mod | Mcl1 Noxa PPI | HRas wt GTP bind | Rab7 wt GTP bind | Rac1 act GTP bind | Pf gamet viab | ABCG2 inh | Cdc42 wt
Entry for CSc1nc(NC(C)(C)C)nc(Oc2ccc(=O)n(C)n2)n1 → 97.0 | 0.0 | 30 | 95.0 | 4.8 | 98.0 | 98.0 | 95.0 | x | -0.3 | 98.0
Entry for COc1ccc(C(CC(=O)Nc2cc([N+](=O)[O-])ccc2OC)c2ccccc2)cc1 (centres undefined) → 102.0 | 0.1 | 11 | 99.0 | -3.6 | 99.0 | 98.0 | 99.0 | x | 5.7 | 99.0

Rows were taken by chance; about 2.3% have a hit in one of these screens.
